EP2 mod: EP2 receptor (human) modulation; EP2-expressing cells, cAMP HTRF FRET, PGE2 co-stimulation; induction, % at 25 µM; 260,000 tested, 0.83% active; P43116;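 active = compounds whose cAMP rise, as percent of the full-agonist control response, exceeds 60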;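 note: rat C6 glioma line stably carrying human EP2 under a CMV promoter; the protocol text gives 20 µM as final concentration; 100% = response of wells given 1 µM PGE2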
NPY1 pot ag: human NPY-Y1 potentiation or agonism, primary screen | P25929 | NPY-Y1 expressing cells, potentiator/agonist activation | activation, % at 3.6 µM | 220,000 tested, 0.37% active | AID 1304; in the data active = activation above about 33%, passing the limit was not always enough;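 note: cells stimulated with NPY at EC10 then isoproterenol at EC100; 0% = low agonist plus stimulus and 100% = saturating agonist plus stimulus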
EP2 antag: blocks the human prostaglandin E2 receptor EP2; 260,000 tested, 0.52% active; C6 glioma cells expressing human EP2, cAMP TR-FRET; cells stimulated with saturating PGE2; inhibition, % at 25 µM;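 active = percent inhibition above 40 after rounding to a whole number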;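 note: rat C6 glioma host cells with rolipram phosphodiesterase inhibitor present; the protocol text gives 20 µM as final concentration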
NPY Y1 blocker: antagonists of human neuropeptide Y receptor Y1 | P25929 | HEK293-CNG Y1 cells, membrane potential fluorescence; NPY at EC95, then isoproterenol | inhibition, % at 3.6 µM | 200,000 tested, 1% active;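 active = inhibition above the campaign mean inhibition of all tested compounds plus 3 SD, cut at about 20% in these data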;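 note: 0% = DMSO wells given NPY plus isoproterenol and 100% = isoproterenol alone without NPY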
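Test system: HEK293 cells co-expressing NPY Y1 receptor and cyclic-nucleotide gated channel; Also added: NPY (25 nM), isoproterenol (1 µM), Ro 20-1724 (25 µM); Compound dosing: one concentration, 3.6 µM, in 0.4% DMSO; Timing: dye 3 h, compound 60 min room temperature, stimulation 45 min; Technique: Membrane-potential fluorescent dye readout.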
TRPML3 agonist: human mucolipin-3 channel agonism; Q8TDD5; HEK293 TRPML3-YFP, Fluo-8 calcium fluorescence; 100% = the carbachol control signal; activation, % at 3 µM; 220,000 tested, 0.29% active; AID 1448;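 active = activation above its plate's cutoff, the mean activation of the plate's test wells plus 3 SD, cut at about 12% in these data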;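 note: 0% = DMSO only wells and 100% = carbachol wells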
Target sequence (Q8TDD5 whole entry, looked up): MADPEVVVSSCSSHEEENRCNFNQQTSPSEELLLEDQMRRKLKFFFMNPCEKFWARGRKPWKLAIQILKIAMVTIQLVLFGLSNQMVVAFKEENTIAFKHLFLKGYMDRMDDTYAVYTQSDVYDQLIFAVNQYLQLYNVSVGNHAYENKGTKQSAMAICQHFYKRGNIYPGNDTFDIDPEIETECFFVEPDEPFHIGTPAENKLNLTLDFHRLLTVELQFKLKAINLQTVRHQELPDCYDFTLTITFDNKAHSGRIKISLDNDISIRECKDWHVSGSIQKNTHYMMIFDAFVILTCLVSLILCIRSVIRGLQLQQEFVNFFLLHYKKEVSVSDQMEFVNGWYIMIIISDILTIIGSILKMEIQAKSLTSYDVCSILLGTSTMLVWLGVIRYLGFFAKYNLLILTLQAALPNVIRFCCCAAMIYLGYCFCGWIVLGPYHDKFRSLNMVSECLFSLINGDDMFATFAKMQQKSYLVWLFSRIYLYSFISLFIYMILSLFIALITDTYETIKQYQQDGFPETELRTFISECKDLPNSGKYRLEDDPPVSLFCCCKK
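system = HEK293 cells stably carrying human TRPML3-YFP | doses = one concentration, 3 µM nominal, 0.3% DMSO | timing = dye loading 1 h 37 °C then 30 min ambient, 125 s read | detection = Fluo-8 calcium dye fluorescence, ex 470-495, em 515-575 nm | benchmarks = high control carbachol 87 µM, low control DMSO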
14-3-3 Bad inh: disrupts binding of bovine 14-3-3 zeta to phospho-Bad peptide; inhibition, % at 21.7 µM; 220,000 tested, 0.71% active; AID 781; TR-FRET 14-3-3zeta/Dy647-pBad peptide displacement, 1 h; P63103;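 active = inhibition above about 70%, limit read from the data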;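 note: 0% = full 14-3-3 plus peptide FRET controls and 100% = background without 14-3-3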
Target sequence (P63103 whole entry, looked up): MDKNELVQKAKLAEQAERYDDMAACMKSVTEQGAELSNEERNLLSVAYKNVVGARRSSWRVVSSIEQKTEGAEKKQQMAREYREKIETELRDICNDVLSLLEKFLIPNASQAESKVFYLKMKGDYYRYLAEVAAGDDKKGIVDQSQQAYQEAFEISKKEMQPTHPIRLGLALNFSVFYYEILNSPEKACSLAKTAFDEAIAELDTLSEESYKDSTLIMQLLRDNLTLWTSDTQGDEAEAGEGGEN
TRPN1 ag: zebrafish TRPN1 (NompC) channel agonism; HEK293 zebrafish TRPN1-YFP, Fluo-8 calcium fluorescence; 100% = response to 87 µM carbachol; activation, % at 3 µM; 220,000 tested, 0.18% active;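 active = activation above its plate's cutoff, the mean activation of test wells on that plate plus 3 SD, cut at about 19% in these data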;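 note: 0% = DMSO alone and 100% = 87 µM carbachol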
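Material – zebrafish TRPN1-YFP in HEK293 cells · Doses – 3 µM single point · Schedule – dye 1 h 37 °C plus 30 min RT · Signal – Fluo-8 calcium fluorescence, excitation 470-495 nm, emission 515-575 nm · Read-out – % activation versus carbachol response · Control set – carbachol high, DMSO low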
CHOP inh: blocks CHOP induction under ER stress; CHO-K1 CHOP-promoter luciferase, tunicamycin-induced, 15-18 h; inhibition, % at 10 µM; 220,000 tested, 3.8% active; AID 2732;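 active = compounds that reduced the stress-induced luciferase reporter signal by more than about 70% of percent inhibition, limit read from the data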;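 note: 0% = tunicamycin plus vehicle and 100% = wells without tunicamycin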
PPC-1+TRAIL kill: PPC-1 cancer cell killing with TRAIL present. 220,000 tested, 0.41% active. cell killing (% activity), % at 4 µM. PPC-1 cells + TRAIL, ATPLite viability luminescence;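 active = cell killing above 50% in the first pass at 4 µM, then a duplicate retest at 5 µM averaging 50% or more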;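 note: plate controls were cells with TRAIL plus DMSO for no effect and medium-only wells lacking cells for full effect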
* = called active by the depositor; / = not tested or not shown; & = joins results of further samples; [ ] = dose if it differs, or a comment. Some of the compounds tested; count on the stated rates, not on these rows.

SMILES	EP2 mod	NPY1 pot ag	EP2 antag	NPY Y1 blocker	TRPML3 agonist	14-3-3 Bad inh	TRPN1 ag	CHOP inh	PPC-1+TRAIL kill
CC(=O)NS(=O)(=O)c1ccc(NC(=O)c2ccc3c(c2)C(=O)N(CCC(C)C)C3=O)cc1	3	-7	2	-6	1.0	0	0.4	19	11
O=C(CCc1nc2ccccc2s1)NC1CCOC1=O (centres undefined)	-2	0	7	/	-0.1	3	0.0	-6	-7
Cc1c(Br)cc(C(=O)N2CCCC2)c(C)c1C	7	8	6	5	-0.6	1	-0.4	-1	13
COc1ccc(-c2nc(C)ncc2N=Nc2ccccc2)cc1	-13	14	10	4	-0.2	-1	-0.5	34	-1
Cc1csc(NC(=O)/C=C/c2ccc(C)o2)n1	-5	3	6	-3	0.9	0	1.9	-13	-15
Cc1ccc(C(=O)Nc2ccc(N3CCN(C(=O)c4ccco4)CC3)cc2)cc1	12&14	11	6&2	-3	1.1	18	2.4	45	6
NC(=O)Cn1nc([N+](=O)[O-])nc1Oc1ccccc1F	25	9	4	4	1.1	-5	-0.1	14	18
CCN(CC)C(=O)Cn1c(=O)n(-c2ccccc2)c(=O)c2sccc21	-9	1	-2	8	0.9	-18	0.5	-15	24
Cc1ccc(C)c(/C=N/Nc2nc3ccccc3c(=O)n2O)c1	8	4	6	/	0.5	-10	0.5	-43	2
Cc1ccccc1-n1c(SCc2cccc(F)c2)nc2[nH]ncc2c1=O	24	-10	8	7	-0.7	20[fluorescence artefact?]	-1.9	11	4
CNC(=S)NNC(=O)COc1ccc(C)c(C)c1	2	-3	8	-2	-0.3	11[fluorescence artefact?]	-1.7	-6	6
CCCCOC(C)n1cc(F)c(=O)[nH]c1=O (centres undefined)	7	4	10	2	0.4	-17[fluorescence artefact?]	0.6	-5	7
CCCc1cc(=O)[nH]c(SCC(=O)N2CCN(S(=O)(=O)c3ccccc3)CC2)n1	-2	-3	12	-2	0.9	-16	-0.1	-48	3
CCCCCCN=C1CC(C)(C)CC(=O)/C1=C(/O)CCC	0	12	8	/	-0.1	-1	-3.1	9	-3
Cn1nc(C(F)(F)F)c(CNC(=O)C(C)(C)CCl)c1N1CCOCC1	18	3	2	0	0.7	-5	1.6	13	3
O=Cc1c(Cl)nc2ccccn12	6	9	6	3	1.4	-4	-1.2	-20	16
CCCN1CCN(CCCNC(=S)Nc2ccc(OC)cc2)CC1	-2	-13	7	0	0.2	-6	-0.5	1	8
COc1ccc2[nH]c(C)c(C(=O)CN3CC(C)OC(C)C3)c2c1 (centres undefined)	-13	-8	/	4	-0.6	11	0.4	-9	0
COc1ccccc1-c1cc(C(=O)N/N=C\c2cnn(C)c2C)c2ccccc2n1	16	5	9	1	0.3	5	3.0	19	-10
Cc1nc(N2CCC(C)CC2)c(C#N)c(C)c1[N+](=O)[O-]	5	5	12	0	0.0	-1	-1.5	67	/
CCN(C(=O)CSc1nc2c(cnn2-c2ccccc2)c(=O)[nH]1)C1CCS(=O)(=O)C1 (centres undefined)	16	3	6	4	0.8	-11	0.3	17	0
O=C(CNc1cc(S(=O)(=O)N2CCOCC2)ccc1N1CCCC1)N1CCc2ccccc21	7	2	3	-4	0.8	-15	-0.4	36	3
O=C1CC(c2cccc(Br)c2)c2cc3c(cc2N1)CCC3 (centres undefined)	38	-26	/	8	0.0	0	-0.5	108*	13
O=C(Nc1nonc1-c1ccc(Cl)cc1)c1ccccc1	-6	2	5	-1	0.4	-22	-1.7	20	-18
O=C(c1cccc(Cl)c1Cl)N1CCN(c2ccccn2)CC1	0	0	8	-4	-0.4	10	-0.3	6	4
CC(=O)C1=C(O)C(=O)N(CC(=O)O)C1c1ccccc1Cl (centres undefined)	22&44	-2	11&17	1	0.0	8	-0.1	5	-8
COCCn1nnnc1CN1CCC(NC(=O)c2ccc(Br)cc2)CC1	12	-17	8	2	0.2	-10	0.9	7	21
CCOc1ccc(/C=N/n2c(SC)nnc(C(C)(C)C)c2=O)cc1	48	-6	9	0	0.4	10	1.5	53	-7
COC(=O)c1ccc(COc2ccccc2[N+](=O)[O-])o1	1	8	2	7	-0.4	3	-0.1	-7	21
CC(C)(C)NC(=O)CN(C(=O)c1csnn1)c1ccccc1-c1ccccc1	16	-1	20	3	0.5	2	1.0	18	/
Cc1ccc2nc(N3CC(=O)Nc4ccccc43)nc(-c3ccccc3)c2c1	36	-5	6	7	-0.7	1	-1.0	89*	-13
CCCn1c(SCC(=O)Nc2ccc(OC)cc2[N+](=O)[O-])n[nH]c1=O	8	11	6	1	0.8	0	0.1	-2	-2
CCCCCN(C(=O)COC(=O)c1ccc(Br)o1)c1c(N)n(CCCC)c(=O)[nH]c1=O	-19	7	/	4	0.7	5	1.4	-20	-8
COC(=O)CSc1nc(-c2ccccc2)c2c(c1C#N)CCCC2	56	-22	22	11	0.1	-1	-1.5	38	20
Cc1ccc(/C=C/C(=O)NCc2ccc(S(N)(=O)=O)cc2)o1	-2	15	6	0	0.8	-11	0.4	-5	0
COc1ccc(N/C(C)=C/C(=S)Nc2ccccc2)cc1	11	9	9	2	0.1	8	0.1	3	-8
CC(C)c1ccc(NC(=O)Cn2cccc2C2=NC(c3ccccc3)CO2)cc1 (centres undefined)	39	3	6	12	-0.1	19[fluorescence artefact?]	-1.0	30	23
CC1=C(C(=O)Nc2ccccc2)C(c2ccco2)n2ncnc2N1 (centres undefined)	4	-3	5	4	0.3	-6	-2.2	22	16
Nc1c(Cl)ncnc1N/N=C/c1ccc(O)cc1	-5	11	5	/	1.1	5	3.2	-2	8
CCOC(=O)C1(C)NC(c2ccc(OC)c(OC)c2)C2C(=O)N(CC)C(=O)C21 (centres undefined)	8	3	5	7	-0.2	-6	1.5	-5	7
CCS(=O)(=O)CCSC1OC(COC(C)=O)C(OC(C)=O)C(OC(C)=O)C1OC(C)=O (centres undefined)	0	8	4	12	0.8	0	0.8	26	-10
Cn1c(=O)c2c(nc(CN3CCOCC3)n2CCc2ccccc2)n(C)c1=O	12	-22	8	0	0.4	-4	1.0	13	2
CC(NC(=O)CCCn1cc([N+](=O)[O-])cn1)c1ccccc1 (centres undefined)	5	8	10	3	0.3	7	0.2	20	14
COc1ccc(CNc2ccc(-c3ccccc3OC)nn2)cc1	-27	0	5	3	-2.1	7	-3.1	22	-8
CCOc1cc(/C=C/c2nc3ccccc3s2)ccc1OCC(=O)N1CCOCC1	-89	12	8	-2	0.7	6	3.4	10	13
COc1cc(NC(=S)NC(=O)c2ccc(C)cc2C)ccc1NC(=O)c1cccs1	36	-37	12	7	0.5	-20	0.1	-11	33
CCN1CCN(C(c2cccs2)C(C)NC(=O)c2cccnc2)CC1 (centres undefined)	15	14	5	2	0.4	5	0.3	45	-2
Cc1ccc(CN2C(=O)c3ccccc3NC23CCN(Cc2ccccc2)CC3)cc1	-54	4	6	6	0.1	-4	0.9	18	-2
Cc1ccc(-c2cc(-c3ccccc3Cl)c(C#N)c(N)n2)o1	31	-1	5	7	0.0	-10	0.0	59	-3
CCc1cc2c(=O)c(-c3nc4ccccc4[nH]3)coc2c(CN2CCC(C)CC2)c1O	/	-17	/	2	1.0	/	1.7	/	/
COc1cc(/C=C2\SC(=S)N(CC(=O)Nc3ccccn3)C2=O)cc(OC)c1OC	16	-4	8	5	0.9	-10	0.6	24	25
O=C(O)c1ccccc1NS(=O)(=O)c1ccc(NNC(=S)Nc2ccc(OC(F)F)cc2)c([N+](=O)[O-])c1	38	11	6	0	-0.2	15	-0.6	10	-2
CCN(CC)CCOc1cc2c(nn1)Oc1ccccc1N2C	5	-5	22	-8	-0.1	83*	-1.5	37	17
COC(=O)C1=CN(Cc2ccc(OC)cc2)C=C(C(=O)OC)C1c1ccsc1	61*	7	6	9	-1.2	-1	-2.3	13	4
CCOc1cc(-c2nnc(-c3ccco3)o2)cc(OCC)c1OCC	/	4	9	2	0.5	/	1.3	/	5
O=C1C(=C2CCCCC2)SC(=S)N1Cc1ccco1	28	5	3	-3	-0.2	-3	-1.6	64	5
Cc1ccc(-c2nc(CS(=O)CC(=O)NCCCN3CC(C)CC(C)C3)c(C)o2)cc1 (centres undefined)	10	-5	6	1	0.3	6	0.0	26	0
CC(=O)Nc1ccccc1P(=O)(c1ccccc1)c1ccccc1OC(C)=O (centres undefined)	6	17	4	/	0.1	3	2.0	9	2
O=C(O)c1cccc(Nc2nc(-c3cccnc3)nc3ccccc23)c1	-2&7	2	19&9	1	0.6	25[fluorescence artefact?]	0.6	7	9
S=C(NC12CC3CC(CC(C3)C1)C2)N1CCOCC1	32	15	11	6	0.7	-6	1.4	-6	27

With a hit mark in CHOP inh, among the entries above:
SMILES	EP2 mod	NPY1 pot ag	NPY Y1 blocker	TRPML3 agonist	14-3-3 Bad inh	CHOP inh
O=C1CC(c2cccc(Br)c2)c2cc3c(cc2N1)CCC3 (centres undefined)	38	-26	8	0.0	0	108*
Cc1ccc2nc(N3CC(=O)Nc4ccccc43)nc(-c3ccccc3)c2c1	36	-5	7	-0.7	1	89*

Continuation:
SMILES	EP2 mod	NPY1 pot ag	EP2 antag	NPY Y1 blocker	TRPML3 agonist	14-3-3 Bad inh	TRPN1 ag	CHOP inh	PPC-1+TRAIL kill
CC(=O)/C(=N/Nc1cccc(Cl)c1)Sc1nnc(C(O)c2ccccc2)n1-c1ccccc1 (centres undefined)	4	-1	6	8	-0.8	12[fluorescence artefact?]	-0.7	15	30
Cc1[nH]n(-c2ccccc2)c(=O)c1/C=N/N1CCOCC1	-8	6	6	/	0.4	-6	0.9	5	19
CCOc1cc(-c2nn3cnnc3s2)cc(OCC)c1OCC	61*	-3	7	2	0.2	2	0.6	41	4
CCOC(=O)c1c(NC(=O)CSc2nnc(-c3ccco3)o2)sc(C(C)=O)c1C	17	-18	15	-2	0.2	19	2.4	9	16
Cn1cccc1C1Nc2ccccc2NC2=C1C(=O)CC(C)(C)C2 (centres undefined)	16	5	36	-1	1.0	-15	0.5	-10	30
COCC(=O)n1nc(-c2ccccc2)nc1NCc1ccc(F)cc1	27	-1	5	2	-0.5	8	-2.1	42	7
Nc1cc(OCC(F)(F)F)cc([N+](=O)[O-])c1	21	3	19	4	0.0	-14[fluorescence artefact?]	-0.8	7	-1
Cc1ccc2nc(C3CCN(C(=O)NCc4ccccc4)CC3)[nH]c2c1	-34&-146	-7	8&5	-3	0.3	-5	-0.2	-8	14
COC(=O)c1c(C(C)=O)c(C)n(C)c1C	17	15	22	/	0.7	-4	1.1	18	-1

High-throughput results as filed in PubChem BioAssay.
